High-throughput results as filed in PubChem.
BaF3 tox: reduces parental Ba/F3 cell viability, JAK2V617F counter-screen; CellTiter-Glo ATP luminescence; inhibition, % at 5.6 µM; hit rate 1.1% among 220,000;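 active means inhibition above a per-campaign cutoff, the mean inhibition of all tested compounds plus 3 SD, cut at about 27% in these data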;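 further: 0% = DMSO wells and 100% = JAK Inhibitor I control wells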
TRPML3 agonist: activates the human TRPML3 channel. Q8TDD5. HEK293 TRPML3-YFP, Fluo-8 calcium fluorescence; 100% = the carbachol control signal. activation, % at 3 µM. hit rate 0.29% among 220,000. AID 1448;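 active means activation above its plate's cutoff, the mean activation of the plate's test wells plus 3 SD, cut at about 12% in these data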;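 further: 0% = DMSO only wells and 100% = carbachol wells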
Target sequence (Q8TDD5 whole entry, looked up): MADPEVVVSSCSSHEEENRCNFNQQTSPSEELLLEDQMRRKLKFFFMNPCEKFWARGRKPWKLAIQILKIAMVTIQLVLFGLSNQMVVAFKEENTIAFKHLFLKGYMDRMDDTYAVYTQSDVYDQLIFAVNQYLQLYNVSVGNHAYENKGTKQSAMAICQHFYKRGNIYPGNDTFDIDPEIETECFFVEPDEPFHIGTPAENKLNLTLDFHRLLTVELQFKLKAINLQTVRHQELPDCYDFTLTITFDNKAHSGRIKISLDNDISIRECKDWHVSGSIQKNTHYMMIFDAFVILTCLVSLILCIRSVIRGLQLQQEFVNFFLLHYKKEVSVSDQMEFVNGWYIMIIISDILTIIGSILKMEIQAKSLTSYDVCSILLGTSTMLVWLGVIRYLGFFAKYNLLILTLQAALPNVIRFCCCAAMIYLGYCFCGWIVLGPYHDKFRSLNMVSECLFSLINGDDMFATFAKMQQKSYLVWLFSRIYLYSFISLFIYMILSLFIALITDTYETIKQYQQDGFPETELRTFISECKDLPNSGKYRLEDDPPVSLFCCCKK
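Test system – HEK293 line with stable expression of human TRPML3-YFP channel · Control set – carbachol 87 µM final as high control (100%), DMSO as low control (0%) · Signal – Fluo-8 calcium dye fluorescence, ex 470-495, em 515-575 nm · Incubation – 1-h 37 °C dye load, 5-s basal, 120-s post-compound reads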
PPC-1+TRAIL kill: kills PPC-1 cancer cells in the presence of TRAIL; hit rate 0.41% among 220,000; PPC-1 cells + TRAIL, ATPLite viability luminescence; cell killing (% activity), % at 4 µM;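 active means cell killing above 50% in the first pass at 4 µM, then a duplicate retest at 5 µM averaging 50% or more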;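 further: plate controls were cells with TRAIL plus DMSO for no effect and medium-only wells lacking cells for full effect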
TNF necrop inh: inhibitors of TNF-alpha induced necroptosis in Jurkat FADD-/- cells; activation (protection from cell death), % at 10 µM; Jurkat FADD-/- TNF necroptosis rescue, ATP luminescence, 24 h; 0 = TNF only, 100 = no-TNF cells; hit rate 0.068% among 220,000;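 active means activation, meaning protection from cell death, of at least 50% relative to plate controls; inactive means activation below 50%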;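 further: necroptosis triggered by 40 ng/mL TNF-alpha added together with compound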
zfTRPN1 agonist: agonists of zebrafish TRPN1 channel | HEK293 zebrafish TRPN1-YFP, Fluo-8 calcium fluorescence; 100% = response to 87 µM carbachol | activation, % at 3 µM | hit rate 0.18% among 220,000 | AID 1424;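 active means activation above its plate's cutoff, the mean activation of test wells on that plate plus 3 SD, cut at about 19% in these data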;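 further: 0% = DMSO alone and 100% = 87 µM carbachol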
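Material: zebrafish TRPN1-YFP in HEK293 cells; Doses: single test compound dose, 3 µM nominal, 0.3% DMSO; Timing: dye loading 1 h at 37 °C, then 30 min room temperature; Technique: intracellular calcium fluorescence with Fluo-8; Benchmarks: high carbachol 87 µM, low DMSO alone.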
Wee1 stabilizer: blocks degradation of human Wee1 kinase | P30291 | HeLa Luc-Wee1K328M stability, luciferase luminescence; 100% = proteasome inhibitor MG132 effect | reporter increase, % at 5 µM | hit rate 1.2% among 220,000;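 active means activation above the mean of all tested compounds plus 3 SD, set per screening run, cut at about 8.8% in these data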;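 further: cells exposed to compound for 20 h before luminescence read; 0% = DMSO alone and 100% = MG132 at 30 µM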
RBBP9 inhibitor: blocks human serine hydrolase RBBP9. recombinant RBBP9, FP-Rh probe fluorescence polarization. inhibition, % at 7.94 µM. hit rate 0.2% among 220,000. AID 1515;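 active means inhibition above the campaign mean of all tested compounds plus 3 SD, cut at about 14% in these data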;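 further: plate controls were DMSO wells with RBBP9 for no effect and wells lacking RBBP9 protein for full effect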
Target sequence (O75884 whole entry, looked up): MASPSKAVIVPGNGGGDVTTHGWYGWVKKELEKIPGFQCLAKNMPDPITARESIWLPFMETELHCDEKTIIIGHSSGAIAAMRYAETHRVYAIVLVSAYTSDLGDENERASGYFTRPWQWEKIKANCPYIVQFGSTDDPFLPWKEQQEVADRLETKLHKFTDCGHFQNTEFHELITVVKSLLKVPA
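system = RBBP9 protein | input = RBBP9 at 2.5 µM in dispensed solution, before mixing | measured by = fluorescence polarization (mP), excitation 525 nm, emission 598 nm | incubation = enzyme-compound preincubation 30 min, then probe labeling 45 min, 25 °C | buffer or medium = Tris-NaCl-Pluronic buffer, pH 8.0 | compound = single dose 7.94 µM | also added = FP-Rh probe, 375 nM dispensing solution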
Ba/F3 V617F tox: reduce viability of Ba/F3 cells dependent on JAK2V617F | Ba/F3 EpoR-JAK2V617F viability, ATP luminescence | inhibition, % at 5.6 µM | hit rate 1.1% among 220,000;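 active means inhibition above the campaign mean plus 3 SD over all tested compounds, cut at about 24% in these data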;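 further: cytokine-independent growth of Ba/F3 cells driven by EpoR plus mutant JAK2; 0% = DMSO-treated cells and 100% = JAK inhibitor I control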
CHOP inhibitor: CHOP inhibition in unfolded protein response. CHO-K1 CHOP-promoter luciferase, tunicamycin-induced, 15-18 h. inhibition, % at 10 µM. hit rate 3.8% among 220,000. AID 2732;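 active means compounds that reduced the stress-induced luciferase reporter signal by more than about 70% of percent inhibition, limit read from the data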;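 further: 0% = tunicamycin plus vehicle and 100% = wells without tunicamycin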
The depositor's hits bear a star; . = not tested or not shown.

SMILES	BaF3 tox	TRPML3 agonist	PPC-1+TRAIL kill	TNF necrop inh	zfTRPN1 agonist	Wee1 stabilizer	RBBP9 inhibitor	Ba/F3 V617F tox	CHOP inhibitor
O=C(Nc1cccnc1)c1ccc(S(=O)(=O)c2ccccc2)cc1	7.2	0.7	-9.6	1.3	1.6	-0.1	-1.9	1.9	21.5
CN1CCN(CCOc2cccc(Cl)c2)CC1	7.0	1.5	22.5	-1.6	2.6	-2.2	-5.9	5.2	-7.3
N#Cc1c(NC(=O)c2cnn3cccnc23)sc2c1CCCC2	4.0	0.3	6.1	0.0	1.1	1.3	-4.8	-4.2	-7.5
CNC(=O)c1cn(-c2ccccc2)c(=O)c2ccccc12	1.4	1.2	11.0	-2.3	-0.6	6.4	3.1	1.0	-5.2
CC(C)N(Cc1ccccc1)S(=O)(=O)N(C)C	-0.7	1.2	3.4	-1.0	-0.2	-1.4	0.7	-1.7	27.4
CCOC(=O)C1(C)NC(c2ccco2)C2C(=O)N(CC)C(=O)C21 (stereo not given)	4.0	0.4	27.5	0.2	0.6	1.3	-6.1	-2.5	-15.7
CC(C)=CC(=O)OCC(=O)Nc1ccc(Cl)cn1	1.0	-0.4	5.5	2.2	-0.4	-0.4	13.3	-4.5	75.3*
CCOC(=O)C1CCCN(Cc2c(C(=O)N3CCCCC3)nc3c(C)cccn23)C1 (stereo not given)	1.8	-0.1	16.5	-0.4	1.6	-0.2	-2.9	1.9	-1.0
O=C(CN1C(=O)c2ccccc2C1=O)NCC(=O)OCC(=O)c1cccc([N+](=O)[O-])c1	-6.1	0.1	20.6	0.6	-0.6	-0.7	2.2	-1.4	13.9
O=C(NCCCN1CCOCC1)c1c(O)c2ccccc2[nH]c1=O	4.5	0.8	13.1	1.3	1.4	2.1	0.6	-1.3	4.5
N#C/C(=C\c1ccc2c(c1)OCO2)C(=O)NCc1ccco1	2.4	0.9	0.4	0.3	0.2	-4.3	-10.4	-1.4	-38.9
Cc1c(NC(=O)CN2C(=O)NC(C)(c3ccc4c(c3)OCCO4)C2=O)c(=O)n(-c2ccccc2)n1C (stereo not given)	8.2	0.9	6.0	-0.4	-0.3	0.5	0.9	-0.7	-0.7
O=c1[nH][nH]c(=O)c2c(NS(=O)(=O)c3ccccc3)cccc12	7.6	0.2	22.3	6.5	1.8	-1.5	-6.1	4.2	-1.4
COc1ccc(-c2nnc(SCc3ccccn3)n2C)cc1	1.3	1.1	14.6	-1.0	1.1	6.5	-3.4	4.4	-37.1
CSC(=S)N/N=C/c1c[nH]c2ccccc12	3.4	1.0	-2.4	3.8	0.1	7.1	-2.7	-3.1	-54.8
CNC(=S)Nc1ccc(C)cc1	9.1	0.7	7.9	1.2	1.7	-2.2	-4.7	0.9	-3.1
CC(=O)OC1(C(F)(F)F)Oc2ccccc2NC1=O (stereo not given)	11.3	0.0	13.8	0.8	0.0	1.0	-4.1	7.8	.
O=C(NC(=S)NCc1cccnc1)c1ccccc1	-0.8	0.1	27.6	0.1	1.1	1.6	-6.4	0.4	15.0
O=C(CSc1nnnn1-c1ccc(Cl)cc1)NNC(=O)c1ccc([N+](=O)[O-])cc1	2.0	-0.1	16.2	0.9	-1.6	-1.5	-6.3	-2.1	1.1
COc1ccc(NS(=O)(=O)c2ccc(NC(=O)c3ccc(N(C)S(C)(=O)=O)cc3)cc2)cc1	5.4	0.1	-1.8	-6.1	2.3	0.3	-12.6	22.6	5.0
CC(=O)Nc1ccc(S(=O)(=O)NCC(=O)OC(C)c2ccccc2Cl)cc1 (stereo not given)	1.9	0.9	13.0	0.1	-0.1	-0.2	-4.9	-4.7	17.3
Cn1cc(CCC(=O)N2CCCC(C(=O)c3ccc(C(C)(C)C)cc3)C2)cn1 (stereo not given)	8.0	0.2	-4.0	1.2	0.7	-1.6	-1.1	1.6	-4.5
C=CCn1cc(/C=N/NC(=O)COc2cccc3cccnc23)c2ccccc21	5.6	0.1	-3.3	4.1	-0.2	-0.8	-8.2	-2.0	21.0
COc1ccc(NC(=O)N2CCCC2C(=O)Nc2ccccc2)cc1 (stereo not given)	1.7	0.5	19.2	-0.8	0.9	-0.1	-7.2	4.5	1.0
C#CCOC(=O)/C(=C/c1ccc(F)cc1)NC(C)=O	3.4	0.3	7.3	0.2	-0.4	1.0	-5.3	-3.2	-13.0
COc1ccc(NC(=O)C2CCCN2C(=O)NCc2ccccc2)c(OC)c1 (stereo not given)	-2.6	-0.6	-4.6	0.4	-0.3	-0.4	1.0	-1.1	-0.5
COc1ccc(C(=O)CC2SC(N)=NC2=O)cc1 (stereo not given)	-9.5	0.8	-4.1	-0.4	0.9	1.2	1.3	-2.9	16.1
O=S(=O)(c1ccc(Cl)cc1)N1CCCC(C(F)(F)F)C1 (stereo not given)	6.1	0.8	4.8	-0.1	-1.8	0.7	-3.4	2.3	21.4
CCOc1ccc(NC(=O)CC2CC(C)(C)OC2=O)cc1 (stereo not given)	-4.2	-0.2	-11.6	1.6	-1.2	-3.2	8.3	-1.9	13.0
CCCOc1ccc(N2C(=O)CC(N3CCC(c4nncn4CC)CC3)C2=O)cc1 (stereo not given)	3.0	0.9	13.6	-1.0	0.4	-1.5	-6.1	0.0	8.0
COc1ccc(-n2ncc3c(NCc4ccc5c(c4)OCO5)ncnc32)cc1	7.6	0.3	26.4	3.6	2.3	2.3	-3.9	-3.0	48.8
O=c1nc2c(-c3ccccc3F)n[nH]n2c2ccccc12	2.3	0.9	28.5	-1.9	-0.2	0.7	-8.5	-0.9	-25.4
Cn1c(OCc2ccc3c(c2)OCO3)nc2c1c(=O)n(Cc1cccc(Cl)c1)c(=O)n2C	-0.3	0.5	.	-1.5	0.1	1.7	-4.5	-2.0	.
CC(=O)C1=C(C)NC2(O)c3ccccc3C(=O)C12O (stereo not given)	7.7	0.7	12.5	-2.5	0.7	-2.5	-8.6	0.8	-14.6
CN(C)C(CNC(=O)CCOc1ccccc1)c1ccco1 (stereo not given)	6.6	-0.4	-6.1	-0.2	-0.8	-2.2	-3.2	1.4	-5.4
Cc1cc(C)nc(Nc2n[nH]c(-c3ccccc3C)n2)n1	6.7	1.9	29.8	-1.6	1.1	0.7	-1.7	1.8	-23.6
Nc1nc(SC23CC4CC(CC(C4)C2)C3)ns1	-4.9	0.7	10.7	5.3	1.9	0.6	0.8	-4.1	11.6
Cc1nn(-c2cc(Cl)ccc2N)c(=O)c2ccccc12	6.5	0.3	-1.5	-0.8	-1.2	-0.6	-6.1	1.8	5.0
O=C(Nc1c(F)cc(F)cc1Br)c1ccco1	-0.8	-0.7	5.4	-0.7	-0.7	-1.8	2.4	-5.4	45.8
Clc1ccc(-n2ncc3c(NCc4cccs4)ncnc32)cc1	1.2	0.8	.	2.2	0.3	4.9	0.6	0.5	39.0
COC(=O)c1ccccc1N(C)C(=O)C12CCC(C)(C(=O)O1)C2(C)C (stereo not given)	6.0	0.8	-7.8	-0.4	0.1	-0.6	1.6	2.4	-8.1
CC(=O)C1=C(C)Nc2ncnn2C1c1ccccc1OCc1ccccc1 (stereo not given)	0.9	-0.7	-1.0	-1.6	-0.4	-3.5	0.2	-1.9	15.1
CCOC(=O)c1[nH]c2cc3c(cc2c1NC(=O)CN1CC(C)CC(C)C1)OCO3 (stereo not given)	1.3	1.6	3.8	1.9	0.1	-1.5	-5.5	-0.1	79.4*
OCCN(Cc1ccccc1)C(=S)Nc1ccc(Cl)cc1Cl	3.5	2.4	-9.9	1.8	1.0	-2.4	-5.5	1.2	10.0
CS(=O)(=O)N(CCc1ccccc1)CC(=O)N1CCN(c2ccc(F)cc2)CC1	6.1	1.5	-1.7	-0.7	2.8	-1.7	-2.8	-2.1	6.7
Cc1ccc(NC(=O)C2=C(O)c3ccccc3N(C)S2(=O)=O)cc1	7.2	-0.3	4.7	-2.5	2.1	-1.8	-4.2	-0.6	6.3
Cc1nc(Nc2cccc(O)c2)c2c3c(sc2n1)CCC3	-2.3	-0.5	-14.7	-5.9	-1.4	0.1	0.0	2.5	11.1
O=C(CCS(=O)(=O)c1ccc(Br)s1)NCc1ccccc1	5.2	-0.5	4.8	1.0	-1.0	4.3	7.5	0.6	50.9
O=C(NCc1ccc2c(c1)OCO2)c1cc(-c2ccncc2)nc2ccccc12	-3.9	0.7	2.1	-4.0	0.9	3.0	0.6	2.2	4.8
Cc1ccc(NC(=S)N(CCCN2CCC(C)CC2)Cc2ccco2)cc1C	13.9	0.0	19.9	1.9	-1.8	4.2	8.8	24.5*	24.0
Cc1ccc(/C=C(\NC(=O)c2ccccc2)C(=O)NCCc2ccccn2)o1	2.4	-0.2	2.8	0.7	1.6	-2.2	-0.8	-8.8	-16.9
Cc1ccc(N2C(=O)CSC23C(=O)Nc2ccccc23)cc1 (stereo not given)	1.5	-0.1	1.6	-0.1	-0.4	0.6	-7.5	-4.5	27.3
COc1ccc(CN2CCC(CO)(Cc3cccc(C(F)(F)F)c3)CC2)cc1Cn1cccn1	5.1	1.5	11.2	2.6	0.6	-3.0	-10.2	-2.5	35.7
COc1ccc(CNC(=O)/C=C/c2ccc(S(=O)(=O)N3CCOCC3)cc2)cc1	7.3	1.2	2.3	1.8	3.5	-1.9	-10.4	1.0	5.8
CN(Cc1ccccc1)C(=O)C1CCN(S(C)(=O)=O)CC1	0.8	0.9	-4.6	0.6	-0.9	-2.1	-1.2	-0.7	-5.7
O=[N+]([O-])c1ccc(S(=O)(=O)N2CCN(Cc3c[nH]c4ccccc34)CC2)cc1	2.8	1.4	7.4	0.7	0.0	-1.7	-1.8	3.1	20.2
Cc1cc(C)c(C)c(OCC(=O)O/N=C(\N)c2cccnc2)c1	1.3	-0.3	9.1	1.8	0.2	2.1	-12.8	1.9	-13.1
COCCNc1nnc(SCC(=O)N2CCN(S(=O)(=O)c3ccccc3)CC2)s1	0.0	0.9	-1.9	-1.5	0.5	-3.7	-10.2	-4.0	-28.9
COc1ccc(CNC(=O)C/C(C)=N/NC(=O)COc2ccccc2)cc1	3.8	0.3	-9.7	1.0	0.8	-1.6	-2.8	-3.5	19.2

Entries of single compounds as entered above:
Cc1ccc(/C=C(\NC(=O)c2ccccc2)C(=O)NCCc2ccccn2)o1 reads BaF3 tox = 2.4; TRPML3 agonist = -0.2; PPC-1+TRAIL kill = 2.8; TNF necrop inh = 0.7; zfTRPN1 agonist = 1.6; Wee1 stabilizer = -2.2; RBBP9 inhibitor = -0.8; Ba/F3 V617F tox = -8.8; CHOP inhibitor = -16.9
O=[N+]([O-])c1ccc(S(=O)(=O)N2CCN(Cc3c[nH]c4ccccc34)CC2)cc1 reads BaF3 tox = 2.8; TRPML3 agonist = 1.4; PPC-1+TRAIL kill = 7.4; TNF necrop inh = 0.7; zfTRPN1 agonist = 0.0; Wee1 stabilizer = -1.7; RBBP9 inhibitor = -1.8; Ba/F3 V617F tox = 3.1; CHOP inhibitor = 20.2
